Myeloid diff MLP – compounds promoting myeloid differentiation | 360,000 tested, 1% active | ER-HoxA9 myeloid progenitors, lysozyme-GFP differentiation, flow cytometry | AID 624256 | calls only at 10 µM;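 active means normalized GFP-positive differentiation at or above the plate's own cutoff, the solvent-only control mean plus 3 SD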;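 further: cells exposed to compound for four days before flow analysis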
NS5 inhibitors – flavivirus cap methylation enzyme inhibition – biochemical, confirmation dose response, primary screen (AID 588689). one-dose inhibition, % at 25 µM; IC50 in µM for titrated hits. Dengue-2 NS5 methyltransferase capping enzyme assay, biochemical; higher % means a stronger effect. 340,000 tested, 0.3% active; in the data active means a potency from the dose series
NS5 inhibitors pilot replicate – recorded beside NS5 inhibitors, whose call it bears; inhibition, %; measured here: pilot screen replicate inhibition
Myeloid diff MLP GFP+ MAC1+ % – further read-out of Myeloid diff MLP, marked with its call; GFP+ MAC1+ double positive, %; measured here: differentiation confirmed by MAC1 staining
The depositor's hits bear a star; i = inactive. These rows are one share of the data. The share of hits here may be higher or lower than overall.

SMILES	Myeloid diff MLP	Myeloid diff MLP GFP+ MAC1+ %	NS5 inhibitors	others
CCC(=O)c1ccc(OCC(=O)N(CC)CC(=O)Nc2ccccc2OC)cc1	i	0.7	1%
COc1ccc(NC(=O)CNC(=O)CC23CC4CC(CC(C4)C2)C3)c(OC)c1	i	0.7	6%
Cc1ccc(C(C)C)c(OCC(=O)NN=C2CCCC(=O)C2)c1	i	0.9	3%
COC(=O)C1=C(CCc2ccccc2)NC(=O)NC1c1ccc(Cl)cc1 (stereo unspecified)	i	2.3	0%
CSc1ncnc2c1ncn2CCCN(C)CCc1ccccn1	i	1.4	5%
Cc1ccccc1NC(=O)Cc1nc(COC(=O)/C=C/c2ccccc2)cs1	i	0.5	-6%
CC1CCCCC1NC(=O)CNC(=O)c1cccs1 (stereo unspecified)	i	0.7	0%
O=C(NC1CC1)c1ccc(NC(=O)C2CCCCC2)cc1	i	0.9	4%	NS5 inhibitors pilot replicate=-1.8
CC1CC(C)CN(CCCNC(=O)c2c(O)nc3ccccn3c2=O)C1 (stereo unspecified)	i	0.9	-1%
CCCc1cc(=O)[nH]c(SCC(=O)Nc2sc3c(c2C(N)=O)CCCC3)n1	i	0.9	-3%
Cc1ccc(S(=O)(=O)N2Cc3ccccc3CC2C(N)=O)cc1 (stereo unspecified)	i	1.1	7%
O=S(=O)(c1c(F)cccc1F)N1CCN(Cc2c(O)ccc3ccccc23)CC1	i	0.3	-14%
N[C@@H](Cc1ccc(O)c(O)c1)C(=O)O	i	1.0	-7%
CC1CCCCC1NC(=O)CCc1nc2sc3c(c2c(=O)[nH]1)CCCC3 (stereo unspecified)	i	0.7	-7%
Cc1cc(C)cc(OCC(=O)Nc2ccc(-n3cnnn3)cc2)c1	i	0.2	11%
COc1ccc(NC(=O)CN(C)C(=O)c2ccc(S(=O)(=O)Nc3ccccc3C)cc2)cc1	i	0.8	0%
CC(C)(C)c1nnc(NS(C)(=O)=O)s1	i	14	-5%
Cc1csc(=O)n1CC(=O)OCC(=O)Nc1cc([N+](=O)[O-])ccc1Cl	i	1.8	-4%
Cc1c(/C(O)=C2/C(=O)C(=O)N(CCN3CCOCC3)C2c2ccco2)cnn1-c1ccccc1 (stereo unspecified)	i	0.2	-3%
O=C(O)C1=C[C@@H](C2CC2)C[C@@H](OCCCCO)O1	i	1.5	6%
Cc1cc(OCC(=O)OC(C)C(=O)Nc2ccc(N3CCOCC3)cc2)ccc1Cl (stereo unspecified)	i	0.3	-6%
C=CCOc1ccc(/C=C/C(=O)OCC(=O)NC(C)c2ccc(F)cc2)cc1 (stereo unspecified)	i	0.7	1%
COc1ccccc1CNC(=O)CSc1nc2c(oc3ccccc32)c(=O)n1CC1CCCO1 (stereo unspecified)	i	0.5	-2%
Cc1ccc(S(=O)(=O)NCCC(=O)NNC(=O)COc2ccc(Br)cc2)cc1C	i	0.6	-6%
N#CCC(=O)Nc1ccc(C(=O)OCC(=O)NC2CCCCCC2)cc1	i	0.7	-6%
Additional compounds follow.
SMILES	Myeloid diff MLP	Myeloid diff MLP GFP+ MAC1+ %	NS5 inhibitors	others
COc1ccc(NC(=O)c2nc[nH]c2C(=O)NCc2ccccc2)cc1	i	1.4	3%
CCOc1ccc(S(=O)(=O)N2CCC(C(=O)NCc3ccccc3CN3CCCC3)CC2)cc1	i	1.9	-12%
CCc1cc(C(=O)N2CCN(S(=O)(=O)c3ccccc3F)CC2)sc1C	i	0.3	1%
COc1ccc(C=O)cc1C1=CC(=O)C[C@H](c2ccc(Cl)cc2)C1	i	2.2	-6%
COc1ccc([C@@H]2[C@@H]3C(=O)N(C(C)(C)C)C(=O)[C@@H]3[C@]3(C)C(=O)N(c4cccc(Cl)c4)C(=O)N23)cc1	i	1.1	-8%
Cc1ccc(S(=O)(=O)N2CC(C(=O)O)=CC[C@H]2c2ccc3c(c2)OCO3)cc1	i	1.4	-5%
Cc1cccc(NC(=O)Nc2ccc(S(=O)(=O)Nc3onc(C)c3C)cc2)c1	i	1.8	-19%
CC(=O)c1ccc(S(=O)(=O)Nc2ccc(-c3ccc4nncn4n3)cc2)cc1	i	0.6	0%
Cc1ccc(C(=O)N2CCN(Cc3ccccc3)CC2)cc1S(=O)(=O)N1CCOCC1	i	0.9	-4%
C=CCC[C@@H](Cc1ccc(F)cc1)C(=O)OC[C@H](Cc1c[nH]c2ccccc12)NC(=O)[C@@H](CC=C)CC(=O)N[C@H](CO)Cc1ccccc1	i	1.1	-1%
O=C(Nc1ccc(OC(F)(F)F)cc1)c1ccccc1-n1cnnn1	i	0.9	1%
NC(=O)NN=C1CC2CC1C1C=CCC21 (stereo unspecified)	i	1.0	10%
C[C@H](NS(=O)(=O)c1ccccc1)C(=O)N1CCN(C(c2ccccc2)c2ccccc2)CC1	i	1.5	-2%
COc1ccccc1C(=O)NCC(c1ccco1)N1CCc2ccccc21 (stereo unspecified)	i	0.5	0%
Cc1cc2c(cc(C(=O)OC(C)C(=O)NCc3ccccc3)n2C)o1 (stereo unspecified)	i	0.8	4%
C[C@H]1CNC(=O)c2c(C(=O)Nc3ccc(CNC(=O)OC(C)(C)C)cc3)ncn21	i	0.4	-2%
CC(C)(CNC(=O)c1ccc(NS(=O)(=O)c2ccc(Br)cc2)cc1)N1CCOCC1	i	0.9	1%
C[C@]12C(=O)N(c3ccc(Cl)cc3)C(=O)N1[C@@H]1c3ccccc3OC[C@@H]1[C@H]2c1ccccc1	i	1.3	-2%
O=c1c2ccccc2ccc2ccccc12	i	0.7	-4%
CC[C@@]12C(=O)N(c3cccc(F)c3)C(=O)N1[C@H](c1ccc(Cl)cc1)[C@@H]1C(=O)N(C3CCCCC3)C(=O)[C@@H]12	i	2.5	0%
Cc1cc(-n2c(C)cc(C(=O)CSc3nncn3C(C)C)c2C)no1	i	0.7	-1%
CCOC(=O)N1CCN(C(=O)C2CCCN(c3ncnc4c3sc3cccc(F)c34)C2)CC1 (stereo unspecified)	i	0.4	-7%
COc1ccc(S(=O)(=O)N/N=C(/C)c2ccc(C)o2)cc1	i	0.8	1%
CN(C(=O)CSc1nc(N)cc(=O)[nH]1)C1CCCCC1	i	0.3	2%
CC1CCC(NC(=O)c2ccc(-n3cncn3)c([N+](=O)[O-])c2)CC1 (stereo unspecified)	i	0.8	-6%

Molecules above with a COOH group:
SMILES	Myeloid diff MLP	Myeloid diff MLP GFP+ MAC1+ %	NS5 inhibitors	others
N[C@@H](Cc1ccc(O)c(O)c1)C(=O)O	i	1.0	-7%
O=C(O)C1=C[C@@H](C2CC2)C[C@@H](OCCCCO)O1	i	1.5	6%
Cc1ccc(S(=O)(=O)N2CC(C(=O)O)=CC[C@H]2c2ccc3c(c2)OCO3)cc1	i	1.4	-5%

(next part)
SMILES	Myeloid diff MLP	Myeloid diff MLP GFP+ MAC1+ %	NS5 inhibitors	others
O=C(O)C(Cc1ccccc1)N=C(NS(=O)(=O)c1ccccc1)c1ccccc1 (stereo unspecified)	i	1.8	0%
CCN1C(=O)[C@H]2[C@@H](c3ccc(C(F)(F)F)cc3)N[C@]3(CCCN(Cc4ccccc4)C3=O)[C@H]2C1=O	i	0.4	-5%
COCCN(C(=O)COC(=O)c1ccc(C)s1)c1c(N)n(Cc2ccccc2)c(=O)[nH]c1=O	i	0.3	-12%
C#CCOCCOCCOCCNc1nc(N2CCN(C(=O)Cn3cc(CCCCN)nn3)CC2)nc(N2CCN(C(=O)[C@H]([C@@H](C)CC)n3cc(CCCN=C(N)N)nn3)CC2)n1	i	0.3	-6%
O=c1ccc(Cl)nn1-c1ccccc1	i	0.8	-1%
CSc1ccccc1C(=O)OCC(=O)Nc1ccc(N2CCOCC2)cc1	i	0.8	12%
CCOc1ccc(CCNC(=O)COC(=O)c2ccc3c(c2)OCCO3)cc1OCC	i	1.3	-4%
COc1cccc(-c2ccc(NC(=O)C3CCCN(Cc4cccc(C)n4)C3)cc2)c1 (stereo unspecified)	i	1.7	3%
C#CCOCCOCCOCCNc1nc(N2CCN(C(=O)Cn3cc(CCCN=C(N)N)nn3)CC2)nc(N2CCN(C(=O)[C@H](CCCCN)n3cc(CCC(=O)O)nn3)CC2)n1	i	1.5	-8%
O=C(Nc1cccc(S(=O)(=O)N2CCCCC2)c1)c1cc2ccccc2o1	i	0.2	2%
COc1ccc(C(=O)NCc2nnc(SCC(=O)c3ccc(F)cc3)n2C)cc1OC	i	0.8	-9%
Cn1cc(S(=O)(=O)NC2CCCCC2)c(=O)n(C)c1=O	i	0.5	1%
CNC(=O)c1cc2cc(Cl)cc(OC)c2oc1=O	i	0.5	-7%
COc1ccc(NS(=O)(=O)c2cc(NC(=O)C(CC(C)C)NC(N)=O)ccc2N2CCOCC2)cc1 (stereo unspecified)	i	0.2	-1%
C[C@@]12C(=O)Nc3ccc(Br)cc3C(=O)N1[C@H]1c3cc(Cl)ccc3OC[C@@H]1[C@@H]2c1ccccc1	i	1.2	4%
Cc1ccc(C(=O)NC(C)c2ccc(-n3ccnc3)cc2)cc1S(=O)(=O)N1CCOCC1 (stereo unspecified)	i	1.0	4%
CC(=O)Nc1c(Cl)cc2c(c1Cl)C(=O)c1ccccc1-2	i	0.9	28%
Cc1ccccc1C(=O)NCC(=O)OC1CCCCC1=O (stereo unspecified)	i	0.5	-2%
CCN(C(=O)COC(=O)CCOc1ccc(C(C)(C)C)cc1)c1c(N)n(Cc2ccccc2)c(=O)[nH]c1=O	i	0.4	-1%
CC[C@]1(C(=O)OC)[C@H]2C(=O)N(Cc3ccccc3)C(=O)[C@H]2[C@H]2CN=C(SCc3ccc(C(=O)OC)cc3)N21	i	0.4	-3%	NS5 inhibitors pilot replicate=-3.7
O=S(=O)(c1cccnc1)N1CCn2cccc2C1c1ccccc1F (stereo unspecified)	i	0.9	-4%
COc1cc2[nH]cc(C(=O)NCc3cccs3)c(=O)c2cc1OC	i	2.2	-5%
COc1cc(/C=C/C(=O)OCC(=O)N2CCc3ccccc32)cc(OC)c1OC	i	0.8	-9%
CN(CC(=O)Nc1ccc(N2CCOCC2)cc1)C(=O)c1cccc(Cl)c1Cl	i	1.2	-1%
CCCN=C1N(CC)C[C@@H]2[C@@H]3C(=O)N(Cc4ccccc4)C(=O)[C@@H]3[C@](Cc3ccccc3)(C(=O)OC)N12	i	2.6	-1%	NS5 inhibitors pilot replicate=-2.7
Next part
SMILES	Myeloid diff MLP	Myeloid diff MLP GFP+ MAC1+ %	NS5 inhibitors	others
C[C@H](CO)N1C[C@H](C)[C@@H](CN(C)S(=O)(=O)c2cccs2)OCc2cn(nn2)CCCC1=O	i	0.8	0%
CN(C(=O)CSc1nnc(Cc2cccs2)n1C1CC1)C1CCS(=O)(=O)C1 (stereo unspecified)	i	0.3	-5%
CCC1(C2=CCCCC2)C(=O)NC(=S)N=C1N (stereo unspecified)	i	0.8	2%
CC(C)(O)c1cc2ccc(C#Cc3ccsc3)cc2c(=O)o1	i	0.2	-3%
CCN1C(=O)[C@H]2[C@@H](c3ccc(-c4cccc(Cl)c4)c(OC)c3)N3CCCC[C@@]3(C(=O)OC)[C@H]2C1=O	i	1.5	2%
CC(Sc1ccc(S(=O)(=O)N(C)C)cn1)C(=O)NC1CCCC1 (stereo unspecified)	i	0.7	-12%
Cc1cccn2c(=O)nc(SCC(=O)N3CCCCC3)nc12	i	0.9	1%
CC1CC(C)CN(C(=O)COC(=O)COc2ccccc2C#N)C1 (stereo unspecified)	i	0.2	-9%
O=C(NCc1n[nH]c(=O)c2ccccc12)C1CC(=O)N(c2ccccc2)C1 (stereo unspecified)	i	0.9	1%
C=CC[C@H](CC(=O)N[C@H](CO)Cc1ccccc1)C(=O)N[C@@H](COC(=O)[C@H](CC=C)CC(=O)OC(C)(C)C)Cc1c[nH]c2ccccc12	i	1.3	-1%
COc1cc2c(cc1O)CCN(C(=O)CSc1nncn1C)[C@@H]2C	i	1.9	-4%
C=CC[C@@H](CC(=O)N(CCO)Cc1ccccc1)C(=O)NC[C@@H](OC(=O)[C@@H](CC=C)CC(=O)OC(C)(C)C)c1ccccc1	i	1.5	2%
CCOc1ccc(S(=O)(=O)Nc2cccc(C(=O)N3CCN(C(C)=O)CC3)c2)cc1	i	0.8	2%
O=C(O)c1cccc(S(=O)(=O)Nc2ccc(N3CCCCC3)cc2)c1	i	0.8	7%
CN(C)C(=O)CCc1ccc2c3c([nH]c2c1)[C@]1(CCC2CCCC2)[C@@H](C(=O)N2CCOCC2)C[C@H](CC(=O)NCCc2ccccn2)C(=O)N1CC3	i	0.6	-7%	NS5 inhibitors pilot replicate=1.2
COc1ccc(CCNC/C=C/c2ccccc2)cc1	i	1.0	2%
CC(NC(=O)COC(=O)C1CCC1)c1ccccc1 (stereo unspecified)	i	1.8	-4%

Arranged by formula weight (smallest number first): five of the compounds above
SMILES	Myeloid diff MLP	Myeloid diff MLP GFP+ MAC1+ %	NS5 inhibitors	others
CNC(=O)c1cc2cc(Cl)cc(OC)c2oc1=O	i	0.5	-7%
O=C(Nc1ccc(OC(F)(F)F)cc1)c1ccccc1-n1cnnn1	i	0.9	1%
COC(=O)C1=C(CCc2ccccc2)NC(=O)NC1c1ccc(Cl)cc1 (stereo unspecified)	i	2.3	0%
O=C(O)C(Cc1ccccc1)N=C(NS(=O)(=O)c1ccccc1)c1ccccc1 (stereo unspecified)	i	1.8	0%
C[C@@]12C(=O)Nc3ccc(Br)cc3C(=O)N1[C@H]1c3cc(Cl)ccc3OC[C@@H]1[C@@H]2c1ccccc1	i	1.2	4%
